Assay outcomes deposited in PubChem BioAssay by National Center for Advancing Translational Sciences (NCATS).
12-LOX inh: ALOX12 (human) lipoxygenase inhibition; P18054; purified 12hLO, xylenol orange hydroperoxide absorbance; Potency, µM (top dose mostly 108 µM), for inactives: top-dose activity change, negative = inhibition, hits mostly inhibitors; 580,000 tested, 1.1% active; AID 1671190; active = well fitted inhibition curve with a large enough effect; inconclusive = small, poorly fitted or top-dose-only effect, or another doubt; inactive = no such curve, though single readings can be large or run the other way
Target sequence (P18054 whole entry, looked up): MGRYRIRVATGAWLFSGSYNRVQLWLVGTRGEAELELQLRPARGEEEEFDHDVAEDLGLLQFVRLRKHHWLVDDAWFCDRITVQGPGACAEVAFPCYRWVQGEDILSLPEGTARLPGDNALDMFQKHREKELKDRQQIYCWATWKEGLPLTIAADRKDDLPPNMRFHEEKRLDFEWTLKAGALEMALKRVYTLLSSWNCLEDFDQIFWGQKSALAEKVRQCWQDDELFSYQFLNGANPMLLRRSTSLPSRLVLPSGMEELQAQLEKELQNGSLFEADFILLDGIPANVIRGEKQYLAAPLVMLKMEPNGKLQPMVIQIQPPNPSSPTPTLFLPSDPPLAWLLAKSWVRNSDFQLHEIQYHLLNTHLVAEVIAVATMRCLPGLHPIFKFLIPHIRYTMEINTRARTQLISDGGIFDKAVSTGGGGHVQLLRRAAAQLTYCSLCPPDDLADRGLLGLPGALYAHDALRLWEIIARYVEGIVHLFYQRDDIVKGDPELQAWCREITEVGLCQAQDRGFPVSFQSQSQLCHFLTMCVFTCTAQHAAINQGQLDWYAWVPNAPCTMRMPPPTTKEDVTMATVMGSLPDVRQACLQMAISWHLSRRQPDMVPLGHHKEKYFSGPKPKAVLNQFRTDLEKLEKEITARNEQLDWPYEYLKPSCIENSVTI
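Hydroperoxide product was detected by ferrous iron/xylenol orange as the 573 to 405 nm absorbance ratio. Arachidonic acid at 40 uM (final) was turned over for 30 min at room temperature by 150 nM human 12hLO, pH 7.0 Hepes buffer, after 15 min compound preincubation.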
Active calls of the source: *; ? = inconclusive; & = joins results of further samples; [ ] = dose if it differs, or a comment. % is scaled to controls: 0 for no effect and ±100 for the full control effect; potency is read from the fitted curve at half-maximal effect. Only part of the results is shown, so the mix of outcomes need not match the whole.

canonical_smiles	12-LOX inh
CCOCCCNC(=O)CSCc1nc(-c2ccc(C)cc2)oc1C	-19.8%
COc1ccc(C(=O)N2Cc3ccccc3CC23CCCN(C(=O)CCN)C3)cc1 (stereo not drawn)	-1.9%[6.33 µM]
COc1ccc2[nH]c3c(c2c1)CCNC31CCN(S(=O)(=O)c2c(C)noc2C)CC1	18.7%
O=c1oc2ccccc2c(NC2CCCC2)c1NS(=O)(=O)c1ccc(F)c(F)c1	-5.8%
COc1ccccc1-c1cc(=O)c2cc(C)ccc2o1	2.0%
O=C(c1cccc(Cl)c1)N1CCC[C@H]1c1nc(-c2ccccc2)no1	?
COc1ccc(C(=O)N2CCC(c3nn(-c4ccccc4)c(=O)[nH]3)CC2)cc1	7.9%
O=C(OCCOc1ccccc1)c1ccccc1C(=O)c1ccc(Cl)cc1	-10.0%
COc1ccc(S(=O)(=O)N2CCc3c(C(=O)N4CCCC4)cccc32)cc1	40.4%[activator]
O=C(NCc1cc(-c2ccccc2)n[nH]1)[C@H]1CCC[C@H](O)C1	3.3%
O=S(=O)(NCc1ccc(Cn2cccn2)cc1)N1CCCCC1	33.4%[activator]
Cc1c(OCC(=O)OC(C)C)ccc2c(-c3ccccc3)cc(=O)oc12	-26.4%
COC(=O)c1ccc(CN2CCC(n3nccc3NC(=O)Cc3ccccc3)CC2)cc1	63.0%[activator]
NC(=O)c1ccsc1NC(=O)CSc1ccc2c(c1)CCC2	?
Cc1csc(SCC(=O)NCC2Cc3cc(-c4cncnc4)ccc3O2)n1 (stereo not drawn)	17.2%
O=C1CC(Cc2ccccn2)CN1c1ccccc1 (stereo not drawn)	16.8%
CCCn1c(N)c(-c2csc(Nc3ccc(F)cc3)n2)c(=O)n(C)c1=O	?
O=C(CN1CCN(Cc2ccccn2)CC1)Nc1cccc2nonc12	10.8%
COc1ccc(-c2cn3c(n2)CO[C@@H](CNCc2ccc(OC(F)(F)F)cc2)C3)cc1	22.9%[176 µM]
O=C(NCc1ccc(-n2cccn2)cc1)c1cc(F)ccc1Br	17.8%
CCCN1CCCC12Cc1ccccc1CN(C(=O)CCNC(C)=O)C2 (stereo not drawn)	?
CCS(=O)(=O)Nc1ccc(C)n(CC(=O)NCc2ccccc2C)c1=O	4.4%
COc1ccc(CNC(=O)C2CCCN(S(=O)(=O)c3cc(-c4noc(C)n4)ccc3C)C2)cc1 (stereo not drawn)	?
O=C(Nc1ccccc1)c1ccc(Cn2ccn3nc4c(c3c2=O)CCCC4)cc1	5.3%

Arranged by value in 12-LOX inh (largest number first): 5 of the compounds above
canonical_smiles	12-LOX inh
COc1ccc2[nH]c3c(c2c1)CCNC31CCN(S(=O)(=O)c2c(C)noc2C)CC1	18.7%
O=C(CN1CCN(Cc2ccccn2)CC1)Nc1cccc2nonc12	10.8%
COc1ccc(C(=O)N2CCC(c3nn(-c4ccccc4)c(=O)[nH]3)CC2)cc1	7.9%
O=c1oc2ccccc2c(NC2CCCC2)c1NS(=O)(=O)c1ccc(F)c(F)c1	-5.8%
CCOCCCNC(=O)CSCc1nc(-c2ccc(C)cc2)oc1C	-19.8%

(cont.)
canonical_smiles	12-LOX inh
CN(C)CC(=O)N1Cc2ccccc2CC2(CCCN(CCc3ccccc3)C2)C1 (stereo not drawn)	7.3%[6.33 µM]
CCC(=O)NNC(=S)NC1CCCCC1	0.8%
Cc1ccsc1/C=C(/C#N)C(=O)c1ccccc1	?
O=C(NCCc1ccccc1)C1CCCN(C2CCN(Cc3ccccc3F)CC2)C1 (stereo not drawn)	22.2%
O=C(c1ccc(Cl)cc1)N1CC2(CCN(CC3CCCCC3)CC2)Cc2ccccc21	?
CCn1nccc1C(=O)N1CCC(c2nc(C3CCOCC3)no2)CC1	39.6%[activator]
COc1cccc(C2CC(=O)Nc3c2c(=O)nc(SC)n3C)c1OC (stereo not drawn)	-5.9%
CC(C)C[C@H]1COc2cccc(F)c2S(=O)(=O)N1Cc1cn(CCC2OCCO2)nn1	0.0%
CC(C)COC(=O)/C(=C/c1ccco1)NC(=O)c1ccccc1Cl	?
Cc1ccc(CN2CCCN(S(=O)(=O)c3ccccc3)CCC(=O)NCC2)s1	53.2%[activator]
Cc1ccc(/C=C/c2onc(C)c2S(=O)(=O)N2CCC(C(=O)N3CCC(C)CC3)CC2)cc1	-27.1%
Cc1ncsc1CN1C(=O)CO[C@H](c2ccc(NC(=O)CC(C)C)cc2)[C@H]1CO	48.5%[activator][176 µM]

Of the compounds above, these have a thiophene ring, fused or not:
canonical_smiles	12-LOX inh
NC(=O)c1ccsc1NC(=O)CSc1ccc2c(c1)CCC2	?
Cc1ccsc1/C=C(/C#N)C(=O)c1ccccc1	?
Cc1ccc(CN2CCCN(S(=O)(=O)c3ccccc3)CCC(=O)NCC2)s1	53.2%[activator]

(more compounds)
canonical_smiles	12-LOX inh
Cc1ccc(CNC(=O)C2CCCN(c3cnn(C)c(=O)c3)C2)cc1 (stereo not drawn)	54.3%[activator]
CC(=O)N(C1CC1)C1CCOC2(CCN(C(=O)c3cccc4nccnc34)CC2)C1 (stereo not drawn)	12.4%
O=C(Nc1ccc2oc(-c3ccccc3)nc2c1)c1ccc(Cl)cc1	4.2%
CCOc1cccc2sc(N(Cc3cccnc3)C(=O)C3=COCCO3)nc12	-0.7%
N#Cc1ccccc1CSc1nc(C(F)(F)F)nc2ccccc12	8.7%
C=CC(=O)NC(NC(=O)C=C)c1ccccc1	-2.3%
COc1ccc(CNC(=O)c2cccc(OC)c2)cc1	?
Cc1ccc(C)c(C(C)(C)CC(=O)O)c1	-19.9%
Cc1cc(CSc2ccc3c(c2)NC(=O)CO3)no1	?
O=S(Cc1ccc(Cl)cc1)Cc1ccc(Cl)cc1Cl (stereo not drawn)	-50.7%
Cc1[nH]c2ccccc2c1C(C(=O)O)N1CCN(Cc2cccc3ccccc23)CC1 (stereo not drawn)	?
O=C(CCc1cc(Cl)no1)N1CCCC(Cc2nncn2Cc2ccccc2)C1 (stereo not drawn)	38.5%[activator]
CN1CCCC(CNC(=O)c2cnn(-c3ncc4c(n3)-c3ccccc3CC4)c2C2CC2)C1 (stereo not drawn)	5.7%
CCCSc1nc2c(c(=O)[nH]c(=O)n2C)n1CCOC	-13.6%
CS(=O)(=O)N1CCCC2(Cc3ccccc3CN2S(=O)(=O)c2ccccc2)C1 (stereo not drawn)	17.4%[6.33 µM]
Cc1cccnc1C(=O)N[C@@H]1CN(Cc2ccccc2)C[C@H]1CO	64.4%[activator]
Cc1nc([C@@H]2CN(C3CCN(CCc4ccccc4)CC3)C[C@H]2C(N)=O)n[nH]1	47.0%[activator]
COC(=O)c1cccc(NC(=O)CC2Sc3ccccc3NC2=O)c1 (stereo not drawn)	?
Cn1cc(C(=O)N2CCN(Cc3cccc4ccccc34)CC2)c(-c2ccc3c(c2)OCCCO3)n1	11.0%
CCCn1c(C)cnc1CC1CCN(C(=O)NC)C1 (stereo not drawn)	31.3%[activator]
Cc1nc(-c2cc3ccc(OC(=O)CC(C)C)cc3oc2=O)cs1	9.6%
CC(C)NC(=O)CCC1CCN(C(=O)c2ccccc2F)CC1	18.9%
Cc1ccc(-c2nocc2CCC(=O)NCc2ccc(Cl)cc2)cc1	-18.4%
O=C(Nc1cccc(S(=O)(=O)N2CCCC2)c1)c1cccc2cccnc12	-12.2%
CCCOc1ccccc1OCC(=O)Nc1ccc2oc(C)nc2c1	8.5%
C[C@]1(CO)[C@H]2Cc3sc(NC(=O)c4ccco4)nc3[C@@H](CC(=O)NCc3ccccc3)[C@]2(C)CC[C@H]1O	-4.8%
CC(=O)N1CCN(CC[C@H]2CN(C(=O)c3ccc(N(C)C)cc3)CC[C@H]2CC(=O)O)CC1	5.6%
Cc1ccc2c(c1)nc1n2[C@@H](CNS(=O)(=O)c2ccccc2)COC1	41.9%[176 µM]
CN1CCN(c2cc(=O)c3ccnc(-c4ccnn4C)c3o2)CC1	4.4%[176 µM]
Cc1ccc(C)c(NC(=O)c2cc(C3CC3)nc3ccccc23)c1	-25.2%
Cc1cnc(C(=O)N2CCCC(c3nc(C4CCOCC4)no3)C2)cn1 (stereo not drawn)	28.0%
Cn1c(-c2ccccc2)cn2cc(-c3cccc(Br)c3)nc12	4.9%
CN(C)CC1(O)CCC2(CCN(C(=O)CCc3nc(-c4ccccc4)no3)CC2)CC1	50.8%[activator]
CC(C)(C)C(=O)COC(=O)c1ccccc1SCC(=O)NCC1CCCCC1	10.4%
Cn1c(=O)c2c(ncn2Cc2nc(-c3ccccc3)no2)n(C)c1=O	-1.5%
CC1(C)CC(=O)C/C(=N/NC(=O)c2ccc(Cl)cc2)C1	7.3%

Next records follow.
molecule | 12-LOX inh
CN(Cc1ccc(OC(F)(F)F)cc1)C(=O)C1(C)CCOCC1 | -2.7%[6.33 µM]
COc1ccc(-c2coc3c(C)c(OCCN4CCC(C)CC4)ccc3c2=O)cc1 | 1.6%
COc1cccc(CN2CCC(C(=O)N3CCCCCCNC(=O)CC3)CC2)c1 | 53.1%[activator]
C=CCn1c(Oc2ccc(OC)cc2)nc2c1c(=O)n(C)c(=O)n2C | 7.2%
Cc1ccc(-n2nc(C)c([C@@H]3C=C[C@@H](NC(=O)CC(C)(C)CC(=O)O)C3)c2C)cc1Cl | ?
COc1ccc(CN2CC(OCc3ccccc3F)CN(C(=O)C3=NNC(=O)CC3)CC2=O)cc1 (stereo not drawn) | 69.7%[activator]
CCOc1ccc(Nc2oc(COc3ccc(Cl)cc3)nc2C#N)cc1 | ?
COCc1nc(CCNC(=O)c2ccc(OC)nc2)no1 | 43.6%[activator]
Cc1ccc(-c2cnc(-c3c(N)sc4c3CCCC4)s2)cc1 | ?
CS(=O)(=O)Cc1ccc(C(=O)Nc2ccc(F)c(F)c2)cc1 | -23.9%
Cc1noc(C)c1C(=O)N1CCC2(CC1)CN([S+](=O)([O-])c1ccccc1)CCO2 | 10.9%[6.33 µM]
C[C@@H]1CN(C(=O)c2nc3sccn3c2CNC2(c3ccccc3)CC2)C[C@H](C)O1 | 2.1%
N#Cc1ccc(C(=O)NCC2CCOCC2)cc1 | 37.3%
O=C(COc1ccccc1)NC1CCCN(c2cc(-c3ccc(F)cc3)[nH]n2)C1 (stereo not drawn) | 41.3%[activator]
CCc1cccc(NC(=O)N2CCc3nc4cc(-c5ccc(OC)cc5)[nH]n4c(=O)c3C2)c1 | 1.9%
CCOc1ccc(/C=C/c2nc(C#N)c(NCCCN3CCOCC3)o2)cc1 | -29.4%
Cc1cccc(-c2nc(C#N)c(N3CCN(C(=O)c4cccs4)CC3)o2)c1 | 0.1%
COc1ccc(C(=O)N2CCCOCCNC(=O)[C@@H]3CCCC[C@@H]32)c(OC)c1 | 50.3%[activator]
O=C1CCN(S(=O)(=O)c2ccccc2)CCCC(C(=O)N2CCCCC2)CCN1 (stereo not drawn) | 51.4%[activator]
Cc1nc(C(=O)N2C[C@@H](COCC3CC3)[C@H](c3ccccn3)C2)co1 | 56.3%[activator]
Cc1noc(-c2ccn3c(CNC(=O)c4cc5ccccc5[nH]4)nnc3c2)n1 | 3.9%
CC(=O)N(c1cccc(C(F)(F)F)c1)c1nc(CSc2nnc(C3CC3)n2C2CC2)cs1 | 22.6%
O=S(=O)(Nc1ccccc1Sc1nncs1)C1=Cc2ccccc2CC1 | ?
COCCNC(=O)[C@@H]1CCC[C@@H](NC(C)=O)CN(C)C(=O)C1 | 10.7%[176 µM]
COc1ccc(NC(=O)c2ccc(Br)o2)cc1NC(=O)c1ccccc1C | -25.8%
CCOc1cc(=O)n2c(c1C(=O)Nc1ccccc1CC)CCCC2 | 2.8%
CCC(NCc1ccc(C(N)=O)cc1)c1ccc(Cl)cc1 (stereo not drawn) | ?
CCCNc1c(NS(=O)(=O)c2ccccc2)c(=O)oc2ccccc12 | ?
COc1ccc(C(=O)Nc2nc3c(s2)C[C@@H]2[C@](C)(CO)[C@H](O)CC[C@@]2(C)[C@@H]3CC(=O)N(C)Cc2ccccc2)cc1 | -24.7%
COc1cc(-c2ccccc2C#N)cc(OC)c1OC | 0.8%
COc1ccc(N2CCC(NS(=O)(=O)C3CC3)C2=O)cc1 (stereo not drawn) | 28.5%
CCC[C@H]1C[C@H]1C(=O)NCc1cc2c(nc1OC)CN(C1CCCC1)C2=O | 6.0%
O[C@@H]1C[C@@H](c2nnc3n2CCN(Cc2ccc(F)cc2F)C3)N(Cc2cccnc2)C1 | 48.1%[activator]
COC(=O)COC(=O)COc1ccccc1Cc1ccccc1 | 33.9%[activator]
CCn1nc(C)c(-c2cc(C(=O)N3CCC(CCOc4ccccc4)C3)no2)c1C (stereo not drawn) | -9.0%
O=S(=O)(NCCc1cccc2cccnc12)c1ccccc1 | 45.1%[activator]
CCCn1cc(C(=O)N2C[C@@H](N(C)C)[C@H](c3ccc(C)cc3)C2)c(C)n1 | 86.1%[activator]
Cc1noc(C)c1-c1cc(-c2cncnc2)cn2cncc12 | 54.6%[activator][176 µM]
C#CCNC(=O)c1cc(C(C)(C)C)c2cccn2n1 | 0.7%[12.5 µM]
COc1ccnc(-c2nnc3ccc(Nc4cc(OC)c(OC)c(OC)c4)nn23)c1 | 30.7%[activator][176 µM]
CC(C)N1CCc2c(C#N)c(NCc3ccccc3)n3cnnc3c2C1 | -22.6%
COc1ccc(-c2nc3cc(C)ccc3cc2CN2CCN(C(C)=O)CC2)cc1 | 81.3%[activator]
COc1ccc(C(=O)N2CCC(N3CCCNC3=O)CC2)cc1 | 12.5%&6.3%[176 µM]
Cn1ncc2c(C(=O)NC3CC3)cc(-c3cccnc3)nc21 | -3.5%[6.33 µM]
O=C(Nc1ncn(Cc2ccccc2)n1)c1cc(S(=O)(=O)N2CCCC2)c(Cl)cc1Cl | 31.5%[activator]
CC(C)(C)c1nc2c3cnn(-c4ccc(F)cc4)c3ncn2n1 | 21.6%
CC(=O)C1CCC2C3CCC4=CC(=O)CCC4(C)C3CCC12C (stereo not drawn) | 89.1%&3.2%[activator]
